Screening results as filed in PubChem.
H9c2 protect – cardioprotection against H2O2-induced cell death, primary screen, uHTS, H9c2 cells, ATPLite luminescence | 360,000 compounds, 0.63% hits | AID 588492, 2011 | protection from H2O2 cell death, % at 20 µM | H9c2 cardiomyocytes, H2O2 injury protection, 2 h;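 active = compounds giving at least 50% protection of heart cells from peroxide-induced death in the single-dose screen, raw or plate-pattern-corrected value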;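 also: 0% = DMSO wells with peroxide and 100% = DMSO wells without peroxide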
N-glyco inh – increase of ERlucT glycosylation luciferase signal, primary screen, N-linked glycosylation inhibitor project, D54 ERlucT cells, luminescence, set 2 | D54 ERlucT glycosylation luciferase reporter, 24 h; percent of 100 nM tunicamycin response | reporter increase, % at 12.5 µM | 360,000 compounds, 0.23% hits;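 active = mean luciferase reporter signal, scaled so untreated is 0 and the glycosylation-blocking control 100, at or above a set limit in every replicate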;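 also: luciferase carries N-glycosylation sites so blocking glycosylation raises the light; 0% = median of neutral control wells and 100% = median of 100 nM tunicamycin wells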
Exocytosis inh – LAMP-1 surface exposure blockers, TALL-104 cells – cell-based, flow cytometry, MLPCN library, primary screen; inhibition, % at 10 µM; TALL-104 LAMP-1 surface exposure; cells stimulated with thapsigargin and PMA; 360,000 compounds, 0.66% hits;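 active = inhibition above about 55%, limit read from the data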
m5-HT2A agonist – mouse Htr2a agonists via beta-arrestin recruitment, primary screen, cell-based, luminescence; activation, % at 7.6 µM; 360,000 compounds, 0.66% hits; 5-hydroxytryptamine receptor 2A (Mus musculus), P35363; AID 624169, 2012; CHO-K1 mHTR2A beta-arrestin complementation; percent of 30 µM serotonin response;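 active = activation above a run cutoff, the mean activation of all tested compounds plus 3 SD, cut at about 14% in these data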;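 also: 0% = plate median of compound wells and 100% = 30 µM serotonin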
ABHD5 PLIN5 PPI – ABHD5-PLIN5 interaction inhibitors, primary screen, cell lysate, split luciferase complementation, luminescence; inhibition, % at 4 µM; Split G. princeps luciferase complementation, 4 h; Perilipin-5 (Homo sapiens) + 1-acylglycerol-3-phosphate O-acyltransferase ABHD5 (Homo …; AID 602281, 2012; 360,000 compounds, 0.78% hits;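 active = inhibition above the mean inhibition across every tested compound plus 3 SD, cut at about 22% in these data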;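 also: 0% = DMSO only wells and the 100% control is not disclosed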
Target sequence (Q00G26 whole entry, looked up): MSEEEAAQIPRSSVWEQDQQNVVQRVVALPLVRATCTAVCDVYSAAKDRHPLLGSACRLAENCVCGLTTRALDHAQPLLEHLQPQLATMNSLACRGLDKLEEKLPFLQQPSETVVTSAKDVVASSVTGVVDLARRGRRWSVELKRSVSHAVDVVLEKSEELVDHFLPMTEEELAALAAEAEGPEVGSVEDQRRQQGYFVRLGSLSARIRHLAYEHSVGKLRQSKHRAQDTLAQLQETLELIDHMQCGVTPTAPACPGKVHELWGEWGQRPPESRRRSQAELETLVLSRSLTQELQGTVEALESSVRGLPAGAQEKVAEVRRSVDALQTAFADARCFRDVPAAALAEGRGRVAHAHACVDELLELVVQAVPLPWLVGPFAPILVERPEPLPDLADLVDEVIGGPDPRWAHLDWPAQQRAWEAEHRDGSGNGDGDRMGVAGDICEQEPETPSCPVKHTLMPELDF
Target sequence (Q8WTS1 whole entry, looked up): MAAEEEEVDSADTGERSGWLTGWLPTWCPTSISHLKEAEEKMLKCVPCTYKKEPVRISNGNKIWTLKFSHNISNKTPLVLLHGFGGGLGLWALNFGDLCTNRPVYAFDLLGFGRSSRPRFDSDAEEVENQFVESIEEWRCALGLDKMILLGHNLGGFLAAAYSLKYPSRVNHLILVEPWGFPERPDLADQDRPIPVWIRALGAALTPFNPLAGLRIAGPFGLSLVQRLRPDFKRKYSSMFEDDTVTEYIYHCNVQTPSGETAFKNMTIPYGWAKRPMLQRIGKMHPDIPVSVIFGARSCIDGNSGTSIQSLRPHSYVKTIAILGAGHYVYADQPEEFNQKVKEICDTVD
iPSC survival up – enhancers of single-cell hiPSC survival, primary screen, ATPlite luminescence | survival enhancement, % at 20 µM | AID 602274, 2012 | 360,000 compounds, 0.044% hits | 100% = ROCK inhibitor wells, 0% = DMSO; in the data active = survival enhancement above about 18%;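 also: cells exposed to compounds for 16 hours before the ATP read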
MC4R antagonist – MC4R antagonists of cAMP signaling, primary screen, cell-based, TR-FRET, antagonist arm of biased-ligand search | Melanocortin receptor 4 (Homo sapiens), P32245 | MC4R-expressing cells, MTII-stimulated cAMP, LANCE TR-FRET | inhibition, % at 6.5 µM | 360,000 compounds, 0.48% hits | AID 540295, 2011;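 active = inhibition above its plate's cutoff, the mean of tested wells on that plate plus 3 SD, cut at about 29% in these data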;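 also: 0% = Melanotan II alone and 100% = Melanotan II plus saturating MCL0020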
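material = U2OS cells stably expressing human melanocortin 4 receptor (MC4R) | also added = Melanotan II challenge | dosing = single nominal compound dose of 6.5 µM | detection = TR-FRET with Eu-cAMP and labeled anti-cAMP, 671 nm | replication = singlicate | timing = compound 30 min, challenge 1 h, detection 1 h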
MC4R barr agon – MC4R agonists recruiting beta-arrestin, primary screen, cell-based, luminescence, agonist arm of biased-ligand search. Melanocortin receptor 4 (Homo sapiens), P32245. U2OS MC4R beta-arrestin complementation; percent of melanotan II response, DMSO zero. activation, % at 8.9 µM. 360,000 compounds, 0.98% hits. AID 540308, 2011;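 active = activation above a per-plate cutoff, the mean activation of sample wells on that plate plus 3 SD, cut at about 8% in these data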
aDG glyco up – activators of alpha-DG glycosylation, primary screen, uHTS, Pro5-aDG cells, AlphaScreen. alpha-DG glycosylation AlphaScreen (IIH6); 0% Pro5, 100% B10-LARGE cell signal. activation, % at 10 µM. 360,000 compounds, 0.22% hits. AID 624168, 2012;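 active = activation of at least 8% versus controls, or a plate z-score of at least 8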;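 also: Pro5 are CHO cells carrying HIG-tagged alpha-DG that lacks glycosylation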
ABCB6 inh 2 – ABCB6 transporter inhibitors, primary screen, K562-ABCB6 cells, flow cytometry, MLPCN library; K562-ABCB6 porphyrin accumulation, 1 h; hits give low values; AID 602162, 2011; 360,000 compounds, 0.19% hits; fluorescence ratio to DMSO, % at 10 µM; ATP-binding cassette sub-family B member 6 (Homo sapiens), Q9NP58;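 active = fluorescence ratio to DMSO below 75%, the collection mean minus 3 SD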;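 also: signal is porphyrin accumulated inside mitochondria; 100% equals median channel fluorescence of DMSO control wells; lower ratio means ABCB6 inhibition with less porphyrin fluorescence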
Numbers without * were called inactive; · = no result given.

molecule,Exocytosis inh,MC4R antagonist,MC4R barr agon,H9c2 protect,ABHD5 PLIN5 PPI,aDG glyco up,ABCB6 inh 2,iPSC survival up,m5-HT2A agonist,N-glyco inh
O=S(=O)(c1ccc(F)cc1)N1CCc2ccccc2C1,-2,1,-0.7,-4,-4,0.0,99,-0.6,1,-2
OC1C2COC(O2)C2OC(c3ccccc3)OC12 (stereo not drawn),-4,8,0.6,-2,4,0.0,105,-1.4,1,3
COc1ccc(-c2nnnn2C(C)C)cc1,-3,-6,-1.1,3,1,0.0,96,-0.2,3,1
Cc1ccc(CSc2nnc3nc(C)cc(C)n23)cc1,-2,16,0.4,2,-1,0.1,97,-2.0,-4,1
CCc1ccc(CN2CCC(n3nccc3NC(=O)c3ccc4c(c3)OCO4)CC2)cc1,0,6,-0.7,-4,1,0.4,102,-0.3,-10,0
CCCn1c(=S)[nH]c2sc3c(c2c1=O)CCCC3,-6,15,-2.1,5,-6,-0.1,97,-0.5,-14,2
c1ccc2c(Nc3nc4c(s3)CCCC4)cccc2c1,0,18,1.4,-4,1,-0.1,103,-2.0,4,4
O=C(O/N=C\c1ccc(N2CCCCC2)c([N+](=O)[O-])c1)c1c(F)cccc1F,-2,8,-1.4,-5,2,-0.1,103,0.4,-7,-2
CCCCn1c(N)c(N(CCOC)C(=O)CSc2nnc(-c3ccco3)n2CC)c(=O)[nH]c1=O,-4,6,-1.9,4,-8,-0.1,90,-0.5,4,2
COc1ccccc1C(=O)NC(CCSC)C(=O)OCC(=O)c1ccc[nH]1 (stereo not drawn),1,11,-2.5,3,5,-0.2,98,0.4,2,0
O=C(NCc1ccccn1)Nc1cc(Cl)cc(Cl)c1,0,3,-1.3,-7,-2,-0.1,102,0.0,-3,0
Cc1noc(C)c1COC(=O)COc1ccc(-c2ccccc2)cc1,-7,14,-0.2,1,1,-0.1,95,0.0,-2,1
CC(C)(C)c1nn2cnnc2n(/N=C/c2ccc(O)cc2)c1=O,-4,1,-1.7,12,2,-0.4,100,2.3,2,2
Cc1cc(Cl)ccc1C(O)c1ncc(-c2cccc3ccccc23)[nH]1 (stereo not drawn),-6,8,1.2,-8,0,1.7,94,0.7,-2,-1
O=c1[nH][nH]c2c1[C@@H](c1ccc(F)cc1)O[C@H](C1CCCCC1)C2,4,·,·,·,10,-0.1,102,0.7,-3,·
COC(=O)c1sc2ncn(CC(=O)N(C)C3CCCCC3)c(=O)c2c1C,-13,0,-2.4,-4,-2,-0.1,103,0.8,-4,-1
CCOCCCNC(=O)C(c1ccc(Cl)cc1)N1CCC2(CC1)OCCO2 (stereo not drawn),0,6,0.7,3,10,0.4,98,-0.6,5,2
CC(C)NC(=O)C1(C)CCN1C(=O)c1ccc2c(c1)OCO2 (stereo not drawn),1,12,0.2,5,-4,0.2,96,-0.3,1,2
O=C(Nc1ccc(F)cc1)c1ccc(Cn2cnnn2)cc1,6,-2,-0.7,2,-1,-0.2,101,0.2,2,-3
CCOC(=O)c1oc2cccc(O)c2c1CN1CCOCC1,4,-3,-1.9,-4,-5,-0.2,92,3.9,3,2
CCN(C(=O)COC(=O)c1cc(-c2ccc(C)o2)nc2ccccc12)C1CCS(=O)(=O)C1 (stereo not drawn),3,1,-3.2,-3,14,0.0,101,-0.2,0,1
Cc1cccc(-n2c(=S)[nH]c3nc4c(cc3c2=O)COC(C)(C)C4)c1,-3,-7,0.2,3,-3,0.0,103,-0.1,5,2
CCOCCCNC(=O)C(c1ccccc1)N(Cc1cccs1)C(=O)CNC(C)=O (stereo not drawn),-8,9,-0.8,-9,-2,0.2,104,0.0,0,1
O=C(Cn1c(=O)n(CCc2c[nH]c3ccccc23)c(=O)c2cccnc21)Nc1ccccc1F,0,-9,-0.4,19,6,-0.1,93,-0.5,3,-3
O=C(OCN1C(=O)c2ccccc2C1=O)c1cccc(OC(F)F)c1,4,-1,1.1,5,-6,-0.2,97,-0.4,4,3
COc1ccc2ccccc2c1CN(C)Cc1ccccc1,9,-1,-0.1,-1,-3,0.0,102,-0.6,-1,-1
COc1ccc(CNC(=O)CSCc2cnn(-c3ccccc3)c2-n2cccc2)cc1,3,12,1.1,4,-10,0.4,96,-2.3,-7,1
CN(C)c1ccc(C(=O)Nc2nc3c(s2)CCCC3)cc1,-5,3,-0.5,-16,-4,0.9,95,-1.2,-6,-18
S=c1[nH]nc(Cc2cccs2)n1-c1ccccc1Cl,-2,4,0.1,-2,-2,0.6,100,2.5,-4,1
Cc1cc(C(=O)OCC(=O)N2CCOCC2)ccc1[N+](=O)[O-],-4,14,-2.2,-10,-3,0.0,103,0.8,-1,3
CCOc1ccccc1NC(=O)C1CCN(c2nc(-c3ccc(OC)cc3)no2)CC1,-6,5,-0.1,-7,-1,0.4,102,-2.3,-4,2
COc1ccccc1NC(=O)Cn1nc(-c2ccncc2)nc1SCC(=O)NC1CCCC1,1,-3,-0.2,0,3,-0.1,95,-0.5,-1,-1
COc1cccc(CNC(=O)N2CCN(S(=O)(=O)c3ccc(Cl)cc3)CC2)c1,40,0,-0.2,0,-1,0.0,96,-0.3,-10,-1
C=CCN(C(=O)Nc1ccc(F)cc1)C1CC(=O)N(c2ccc(OC)cc2)C1=O (stereo not drawn),2,6,3.1,0,-9,0.3,96,-1.3,0,1
OC1(c2cccc(C(F)(F)F)c2)CCN(Cc2nnnn2Cc2ccccc2)CC1,7,24,2.1,-4,-1,0.4,121,1.4,-3,-2
FC(F)(F)c1cccc(/C=N/NC(=S)NC2CCCCC2)c1,0,5,6.5,-24,-9,0.3,92,-0.2,-1,-5
COc1ccc(-n2ncc3c2CC(C)(C)CC3NC(=O)CCC2=NNC(=O)CC2)cc1 (stereo not drawn),-20,22,-0.6,-1,3,0.8,101,0.5,1,1
COc1ccc(-c2cc3cc(OC)c(OC)cc3c(C)n2)cc1C,4,4,1.1,-4,3,0.0,104,0.2,3,9
O=C(NC1CC1)C1CCCN(C(=O)Nc2ccc(F)cc2)C1 (stereo not drawn),3,-1,-0.7,3,0,0.1,101,4.5,-1,0
COc1ccc(S(=O)(=O)Nc2ccc3c(c2)C(=O)N([C@H](C)CO)C[C@H](C)[C@@H](CN(C)S(=O)(=O)c2ccccc2)O3)cc1,-3,6,-1.6,3,-4,-0.2,98,1.0,-2,1
N#CC(C#N)=C(Nc1ccc(F)cc1)SCc1cccc(F)c1,4,9,-0.1,-19,7,0.6,90,2.2,5,-4
NC(=O)c1ccsc1NC(=O)c1ccc(S(=O)(=O)N2CCCc3ccccc32)cc1,1,6,8.5*,-36,-3,0.1,92,0.4,4,-6
Cc1cc(-c2ccccc2)nc(N/N=C/c2ccc(N(C)C)cc2)n1,4,13,-0.3,-8,-3,0.9,101,-0.2,-5,-2
CC(C)c1ccc(NC(=S)Nc2cccc3ccccc23)cc1,12,-3,-3.0,-11,-27,0.1,104,-0.6,-7,-9
Cc1ccc(-c2noc(COc3ccc4c(c3)OCO4)n2)cc1,1,2,0.4,-6,-5,0.0,108,6.3,2,3
Cc1cccc(OCC(=O)OCC(=O)NCC2CCCO2)c1C (stereo not drawn),1,4,1.3,0,0,-0.1,95,-0.1,3,3
COC(=O)c1ccc(Oc2nc(C(N)=O)cc(-c3ccccc3)n2)cc1,-2,-5,2.0,-2,-5,0.1,94,3.8,0,4
Cc1cccn2c(=O)c3cc(C(=O)NCc4ccc(F)cc4)c(=N)n(CCCN4CCOCC4)c3nc12,28,-5,-1.3,20,1,0.7,97,-0.5,0,3
Cc1ccc(-n2nc(C)c(C3(O)C(=O)N(C(C)C)c4ccccc43)c2N)cc1 (stereo not drawn),-2,8,-2.8,1,-1,1.9,104,-0.8,-2,2
C[N+]1(C)CC2([N+](=O)[O-])CC=C(Oc3ccccc3)C([N+](=O)[O-])(C2)C1 (stereo not drawn),-1,7,-0.5,-4,3,-0.2,100,0.0,-2,1
COc1cc(/C=C2\C(=O)N(c3cccc(C(=O)O)c3)N=C2C)ccc1OCc1ccccc1,0,5,1.1,-9,-27,-0.2,103,-0.6,-6,1
CCC(=O)Nc1ccc(NC(=O)c2ccccn2)cn1,5,1,-1.2,1,-1,-0.1,90,-1.9,-2,-9
CCCCSc1nc(N)nc2c1ncn2C1OC(CO)C(O)C1O (stereo not drawn),4,7,-0.3,1,-6,-0.3,103,0.9,2,1
